High-throughput results (PubChem)
KDM5B inh = KDM5B demethylase inhibition. Q9UGL1. KDM5B demethylase, FDH-coupled NADH fluorescence (FDH is formaldehyde dehydrogenase). Potency, µM (highest dose often 57.7 µM), without a hit: at the highest dose activity change, negative = inhibition, most hits filed as inhibitors. actives 2.6% (n = 220,000); active = well fitted inhibition curve with a large enough effect; inconclusive = small, poorly fitted or top-dose-only effect; inactive = no such curve, though single readings can be large or run the other way; also: 0% is about no effect; nearly all actives have a fitted effect of over 70% in size
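Measured: NADH fluorescence change, 30 min, RT. System: KDM5BΔAP 200 nM final, H3K4me3 peptide, α-KG, Fe(II), ascorbate, NAD⁺ plus FDH, pH 7.5 HEPES. Compounds: titrated, 10 min pre-incubation with enzyme.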
An asterisk follows results filed as active; ? = inconclusive; [ ] = dose if it differs, or a comment. Potency is read from the fitted curve at half-maximal effect.

Start of the listing, in advance (five entries):
mol | KDM5B inh
COc1ccc(CNC(=O)c2ccc(CS(=O)(=O)c3ccc(Br)cc3)o2)cc1 | 10.8%
CN1CCN(c2nc3ccccc3nc2C(=O)Nc2ccc(Br)cc2)CC1 | -18.1%
CNC(=O)[C@@H]1C[C@@H](O)CN1C1CCN(C(=O)CCc2ccc(OC)cc2)CC1 | -33.5%
CCn1nc(C)c2c(-c3ccccc3)cc(=O)n(C(C)C(=O)NCCC(C)C)c21 (stereo unspecified) | ?
CCCCNC(=O)CSc1nnc(C)c2c(C)n(-c3ccccc3)nc12 | -8.6%

Results (from the top)
mol | KDM5B inh
COc1ccc(CNC(=O)c2ccc(CS(=O)(=O)c3ccc(Br)cc3)o2)cc1 | 10.8%
CN1CCN(c2nc3ccccc3nc2C(=O)Nc2ccc(Br)cc2)CC1 | -18.1%
CNC(=O)[C@@H]1C[C@@H](O)CN1C1CCN(C(=O)CCc2ccc(OC)cc2)CC1 | -33.5%
CCn1nc(C)c2c(-c3ccccc3)cc(=O)n(C(C)C(=O)NCCC(C)C)c21 (stereo unspecified) | ?
CCCCNC(=O)CSc1nnc(C)c2c(C)n(-c3ccccc3)nc12 | -8.6%
Clc1cccc(-n2ncc3c(NC4CCCCCC4)ncnc32)c1 | ?
CSC(NS(=O)(=O)c1cccs1)=C(c1nc2ccccc2s1)c1nc2ccccc2s1 | 10.7%
CCN(CC)CC[C@H]1CN(C(=O)c2ccc(N(C)C)cc2)CC[C@H]1CC(=O)O | -1.2%[86.2 µM]
Cc1ccc(CN2C(=O)NC3(CCCN(C(=O)c4cc5ccccc5[nH]4)C3)C2=O)cc1 (stereo unspecified) | 1.6%
N#Cc1nc(COc2ccc3c(c2)OCO3)oc1N1CCCCCC1 | 8.8%
Clc1ccc(-c2noc(CSc3nncc4ccccc34)n2)cc1 | -31.1%
Fc1ccc(C2Cn3cnc(-c4nc(-c5ccsc5)no4)c3CO2)cc1 (stereo unspecified) | -21.2%
Cc1ccc(OCc2nc(C3CCCN3C(=O)NC(C)C)no2)cc1 (stereo unspecified) | 5.7%
O=C(NC1CC1)c1cccc(NC(=O)C2CCN(S(=O)(=O)c3cccc(C(F)(F)F)c3)CC2)c1 | 11.2%
COC(=O)c1ccccc1NC(=O)CCS(=O)(=O)c1nc(-c2ccc3c(c2)OCO3)cc(C(F)(F)F)n1 | -131.5%
Cc1ccc(-c2cnc(CCC(=O)Nc3ccccc3O)o2)cc1C | -2.9%
O=C(NC1CCCC1)c1cc(-c2ccccc2Cl)on1 | 10.9%
CC/C=C(/C)C(=O)N1CCC(C(=O)O)CC1 | 20.2%
CCC(CC)NC(=O)Cn1c(C(C)NC(C)=O)nc2ccccc21 (stereo unspecified) | 17.1%
CC1CCCC(NC(=S)NC2CC2)C1C (stereo unspecified) | 7.2%
FC(F)(F)c1ccc(CN2CCCC3(CC(c4ccccc4)=NO3)C2)cc1 (stereo unspecified) | ?
O=C1NCc2ccccc2CC12CCN(Cc1ccc(Cl)s1)C2 (stereo unspecified) | -11.9%[115 µM]
CCCN1CCN(C(=O)c2oc3ccccc3c2NC(=O)c2ccccc2OCC)CC1 | -12.1%
CCCCCn1c(=O)[nH]c2cc(C(=O)N3CCN(c4cccc(C)c4)C(C)C3)ccc2c1=O (stereo unspecified) | -22.6%
O=S(=O)(NCc1ccc(F)cc1)c1ccc(N2CCCCS2(=O)=O)cc1 | -19.5%
COc1cc(CCC(=O)N2C[C@@H](C(N)=O)[C@H](c3n[nH]c(C)n3)C2)on1 | -9.5%
COCC1CN(C2CCC2)CC12CCN(C(=O)c1ccc(C)s1)CC2 (stereo unspecified) | ?
CC(=O)N1CCCC(c2nc(-c3ccc4nc[nH]c4c3)no2)C1 (stereo unspecified) | 44.8%[activator]
CCN(CC)c1ccc(NC(=O)CN2CCN(c3ccccc3OC)CC2)cc1 | -14.1%
CC(C)NC(=O)CNC(=O)c1cc(-c2ccccc2)nc2ccccc12 | 67.6%[activator]

Quoted at random: two entries already listed, in no set order.
mol | KDM5B inh
Cc1ccc(CN2C(=O)NC3(CCCN(C(=O)c4cc5ccccc5[nH]4)C3)C2=O)cc1 (stereo unspecified) | 1.6%
CC(C)NC(=O)CNC(=O)c1cc(-c2ccccc2)nc2ccccc12 | 67.6%[activator]

The results go on.
mol | KDM5B inh
CCC(Sc1nc2c(sc3ccccc32)c(=O)n1CCc1ccccc1)C(=O)N(CC)CC (stereo unspecified) | 0.3%
CCn1c(NCc2ccc(OC)cc2)nc2ccccc21 | 10.8%
N#Cc1ccc(NC(=O)CSc2cn[nH]n2)cc1 | 20.6%
CCC(=O)N(C1CCOCC1)C1CCN(Cc2ccc(C(F)(F)F)cc2)CC1 | -24.2%
Cc1nc2ccc(C(=O)OC(C)C(=O)NC(=O)NCc3ccccc3)cc2nc1C (stereo unspecified) | 8.1%
Cc1ccc(CNC(=O)CCn2ccc3cc(S(=O)(=O)N4CCCC4)ccc32)cc1 | -9.7%
CN(CCCNC(=O)c1ccccn1)CC(F)(F)F | 13.9%
Cc1cc(C)c(S(=O)(=O)NCCc2cc3cc(C)c(C)cc3[nH]c2=O)c(C)c1 | -25.7%
COc1ccc(-c2ccc3nnc(CNC(=O)c4cccn4C)n3n2)cc1 | 28.2µM*
COC(=O)C1=C(C)N=C2SC=C(CC(=O)NCc3ccco3)N2C1c1cccc(F)c1 (stereo unspecified) | ?
CC(C)N1CCC(O)(c2csc(CN3CCN(C)CC3)n2)CC1 | 6.2%[86.2 µM]
CCc1noc(C)c1C(=O)N1CCCN(Cc2ccc(F)cc2)C(C(C)C)C1 (stereo unspecified) | 1.2%
CCC(=O)N1N=C(c2cccs2)CC1c1ccc2nccnc2c1 (stereo unspecified) | 10.2%
CC(C)N1C[C@H](O)C[C@H]1c1nnc2n1CCN(C(=O)CCCc1ccccc1)C2 | -1.5%
CC(C)CN(CCCNC(=O)CN1C(=O)COc2ccc(S(=O)(=O)N3CCCCCC3)cc21)CC(C)C | -21.5%
CCCCc1cc(C(=O)Cc2ccccn2)c(O)cc1O | ?
CNC(=O)[C@@H]1CN(Cc2ccccc2)C[C@H]1c1n[nH]c(C)n1 | 13.7%
CS(=O)(=O)Cc1ccc(C(=O)NC(c2ccccc2)c2ccccc2)cc1 | 21.4%
O=C(NC1CCN(c2ccc(F)cc2)C1=O)c1ccc(F)cc1Cl (stereo unspecified) | 1.8%
Cc1oc(-c2ccccc2F)nc1CS(=O)(=O)CC(=O)NCCc1ccc(Cl)cc1 | ?
CCOc1ccc(CCNC(=O)c2cnc3sc(N(CC)CC)nn3c2=O)cc1OCC | -13.6%
COc1ccc(CNC(=O)C2=C(c3ccccc3)c3cc(Cl)ccc3S(=O)(=O)N2C)cc1 | 3.7%
NC1CCCCN(C(=O)CCc2nc3ccccc3[nH]c2=O)C1 (stereo unspecified) | ?
CC1(C)CC2CC(C)(CN2/C=N/c2sc3c(c2C#N)CC(C)(C)NC3(C)C)C1 (stereo unspecified) | -0.7%
COc1cc(NC(=O)COC(=O)c2cnccn2)c(C)cc1[N+](=O)[O-] | 30.1%[activator]
COc1ccc(C2=C(C)C(=NCCCN3CCN(c4cc(Cl)ccc4C)CC3)NS2(=O)=O)cc1 | ?
O=C(NNC1=Nc2ccccc2SC1)c1ccc(F)cc1 | ?
CC(=O)c1cccc(NC(=O)N2CCC(CN3CCCCC3)CC2)c1 | -2.5%
COc1cc(C(=O)Nc2nnc(CC(C)(C)C)s2)cc(OC)c1OC | -8.4%
Cc1ccc(N2CC(c3noc(-c4ccc(F)cc4Cl)n3)CC2=O)cc1 (stereo unspecified) | -3.9%

As entered above.
Cc1ccc(OCc2nc(C3CCCN3C(=O)NC(C)C)no2)cc1 (stereo unspecified) @ KDM5B inh: 5.7%
CSC(NS(=O)(=O)c1cccs1)=C(c1nc2ccccc2s1)c1nc2ccccc2s1 @ KDM5B inh: 10.7%

The list goes on:
mol | KDM5B inh
COc1ccccc1-n1cc(C(=O)c2cc(Br)ccc2O)cc(C#N)c1=O | -8.5%
CCCCCCn1c(NC)nc2c1c(=O)[nH]c(=O)n2C | 13.5%
Cc1ccc(C2CCCN2S(=O)(=O)c2cnn(C(F)F)c2C)cc1 (stereo unspecified) | 8.0%
CN(Cc1ccccc1)C1CCN(Cc2ccc(F)cc2)CC1 | ?
CC(C)C(=O)N/N=C/c1ccc(Cl)cc1 | -16.2%
Cc1noc(C)c1S(=O)(=O)N1C[C@@H](Oc2ccccc2)C[C@H]1C(=O)N1CCCC1 | 15.6%
CCOC(=O)C[C@@H]1C[C@@H](C(C)C)[C@H](CNC(=O)C(C)(C)C)C=C1C | 8.9%[86.2 µM]
O=C(COc1ccc(Br)cc1Br)Nc1ccc(S(=O)(=O)Nc2ncccn2)cc1 | -4.4%
O=C(NC1CCN(Cc2ccccc2)CC1)c1ccc(Cn2c(=O)c3ccccc3n(Cc3ccc(Cl)cc3)c2=O)cc1 | ?
CC1CCCCC1NC(=O)c1ccc2c(Cl)c3c(nc2c1)CCCC3 (stereo unspecified) | 4.4%
COc1cccc(SCC(=O)NCc2cc3n(n2)CCNC3)c1 | -4.1%
CN(CC(=O)Nc1ccccc1Br)C(=O)CCc1ncc(-c2ccc(F)cc2)o1 | -7.4%
COC[C@@H]1CN(S(=O)(=O)c2cccc(C)c2)C[C@H]1C(N)=O | 22.1%
Cc1oc(-c2cccs2)nc1CC(=O)NCc1ccc(F)cc1 | ?
Cc1ccccc1Cc1c(C)nc(N2CCN(Cc3ccccc3)CC2)[nH]c1=O | 13.9%
CC(C)(C)C(=O)Nc1cccc(NC(=O)Cc2ccccc2Cl)c1 | 5.1%
COc1ccc(-c2noc([C@@H]3C[C@@H](O)CN3Cc3cc4ccccc4o3)n2)cc1 | 31.6µM*
O=C(NC(c1ccccc1)c1ccccc1)c1cnc2c(c1)N([S+](=O)([O-])c1cccnc1)CCC2 | ?
CNC(=O)[C@H]1C[C@H](Oc2ccccc2)CN1Cc1cn(C)c2ccc(OC)cc12 | ?
CC(=O)Nc1ccc(NC(=O)CSc2nc(Cl)nc3nc[nH]c23)cc1 | -17.7%
O=C(NCc1ccc(C(=O)N2CCCCC2)cc1)c1cc2ccccc2oc1=O | ?
CCc1ccc(C(=O)CC2(O)C(=O)N(CCc3ccccc3)c3ccc(Cl)cc32)cc1 (stereo unspecified) | -28.5%
CCCc1c(C(=O)OCC)[nH]c2c1C(=O)CC(c1ccc(CC)cc1)C2 (stereo unspecified) | -16.9%
Cn1cc(C(C(=O)O)N2CCC(Cc3ccccc3)CC2)c2cc(C(=O)O)ccc21 (stereo unspecified) | -6.5%
CC1(c2ccccc2)N(Cc2ccccc2F)C(=O)OC12CCN(C(=O)Cc1ccc(O)cc1)CC2 (stereo unspecified) | ?
Cc1noc(C)c1CCC(=O)N1CCOC(Cc2cccc(F)c2)C1 (stereo unspecified) | 20.0%
CCNc1ccnc(N2CCN(Cc3cccc(OC)c3)C(CCO)C2)n1 (stereo unspecified) | 17.4%
COCCn1c(SCC(=O)c2cc(C)c(C)cc2C)nnc1-c1ccc(Cl)cc1 | 11.0%
Cc1nc2nc3ccn(CCN4CCOCC4)c(=O)c3c(-c3ccccc3)n2n1 | 4.3%
COC(=O)CNC(=O)NC1CCN(C(=O)N2CC3CC(C2)[C@H]2CCCC(=O)N2C3)CC1 (stereo partly specified) | 4.9%

Part of the list above, as labelled records:
O=C(NC1CCN(c2ccc(F)cc2)C1=O)c1ccc(F)cc1Cl (stereo unspecified)
  KDM5B inh: 1.8%
CN(Cc1ccccc1)C1CCN(Cc2ccc(F)cc2)CC1
  KDM5B inh: ?

(list continues)
structure	KDM5B inh
Cc1cc(O)c(C(c2ccc(F)cc2)N2CCCCC2)c(=O)n1Cc1ccco1 (stereo unspecified)	?
CN(C1CCc2nn(CC3CC3)c(=O)n2CC1)S(=O)(=O)c1cccnc1 (stereo unspecified)	-13.7%
Cc1ncccc1C(=O)N1CCC(N2C(=O)CCC2C(=O)NCc2ccccc2)CC1 (stereo unspecified)	20.0%
CCN1CCC(N(C(=O)c2cn(C)c3ccccc23)C2CC2)CC1	13.5%
Cc1ccc(CNC(=O)c2nc(-c3ccc(Cl)cc3)n3c2CCCCC3)cc1	?
CCOc1ccc(NC(=O)c2nn(Cc3ccccc3)c(=O)c3ccccc23)cc1OC	19.0%
COc1cccc(NS(=O)(=O)c2ccc3[nH]cc(C(=O)NCCc4ccc(C)cc4)c(=O)c3c2)c1	-3.5%
CC(C)COc1ccc(C(=O)N(Cc2cccc(F)c2)C2CCS(=O)(=O)C2)cc1 (stereo unspecified)	-6.1%
CCOc1ccc(CN2CCN(c3ncnc4sccc34)CC2)cc1	11.0%
c1cnc(N2CCC3(CCCN3Cc3ccc(-c4ccn[nH]4)s3)CC2)nc1	?
Cc1ncoc1C(=O)N1CCCN(S(C)(=O)=O)C(c2ccccc2)CC(=O)NCC1 (stereo unspecified)	13.3%
CCC(C)(C)C(=O)N1CCC(C(=O)NC2CCCCCC2)CC1	-7.6%
O=C(c1ccc2c(c1)N(Cc1ccc(Cl)cc1)C(=O)c1ccccc1S2=O)N1CCN(c2ccccc2F)CC1 (stereo unspecified)	4.7%
COc1ccc(C(=O)NC2CCN(c3cc(-c4cccs4)[nH]n3)CC2)cc1OC	-15.3%
O=C(c1cncc(Br)c1)N1CCCC(Cc2nc(C3CCOCC3)no2)C1 (stereo unspecified)	31.6µM*
CN1C(=O)C2(CCN(C(=O)c3ccn(C(C)(C)C)c3)CC2)c2ccccc21	17.4%
Cn1c(=O)[nH]c(=O)c2c1nc(NCCCN1CCOCC1)n2Cc1ccc(F)cc1	22.1%
O=C1NCCCCCN(C(=O)c2ccncc2)[C@H]2CCCC[C@@H]12	11.9%
CCC(=O)N1CCC(Cc2ccc(C(N)=O)cc2)CC1	-12.0%
O=C(O)CC1(O)C(=O)Nc2cc(Br)ccc21 (stereo unspecified)	16.6%
COc1cccc(-c2ccc(NC(=O)C3CCCN(C(=O)Cn4cncn4)C3)cc2)c1 (stereo unspecified)	-2.6%
COc1ccc(-c2cc3c(cn2)CN(Cc2cccnc2)CCN3)cc1OC	?

Some of the compounds tested; rates above refer to the full screens.
